Source: PubChem BioAssay (The Scripps Research Institute Molecular Screening Center)
AHR activator: activates the human aryl hydrocarbon receptor; AHR-responsive luciferase reporter cells, luminescence; activation, % at 5 µM; 320,000 compounds, 2.5% hits; AID 2796; in the data active means activation above about 47%;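 further: 0% = vehicle wells and 100% = reference agonist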
procasp7 counter: counter-screen for procaspase-3 activators: activators of human procaspase-7; P55210; activation, % at 8.5 µM; 330,000 compounds, 0.093% hits; recombinant procaspase-7, Ac-DEVD-pNA absorbance 405 nm; D23A/D198A/D206A triple mutant, cannot self-cleave; scale: DMSO 0, 5 µM enzyme 100;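 active means percent activation above the screen-wide mean plus 3 SD, cut at about 25% in these data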
Target sequence (P55210 whole entry D23A/D198A/D206A): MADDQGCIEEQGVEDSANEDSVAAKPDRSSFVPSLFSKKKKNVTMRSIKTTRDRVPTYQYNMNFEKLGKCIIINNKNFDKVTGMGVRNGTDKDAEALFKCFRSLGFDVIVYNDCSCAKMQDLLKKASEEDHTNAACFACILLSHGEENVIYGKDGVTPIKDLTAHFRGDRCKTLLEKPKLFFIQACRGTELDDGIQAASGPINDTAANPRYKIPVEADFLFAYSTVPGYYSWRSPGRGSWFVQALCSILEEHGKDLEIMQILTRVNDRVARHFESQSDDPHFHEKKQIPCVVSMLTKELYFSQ
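Assay system – Uncleavable procaspase-7 mutant enzyme · Quantity – 2 µM procaspase-7 mutant as dispensed · Times – 1 h preincubation, 2 h reaction · Dosing – single nominal 8.5 µM compound dose, 0.8% DMSO final · Buffer or medium – Zinc-free 50 mM HEPES buffer, pH 7.4, with NaCl and Triton X-100 · Detection – Epi-absorbance of released pNA at 405 nm, two timepoints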
proCasp3 act: activators of human procaspase-3; P42574; recombinant procaspase-3 D3A, Ac-DEVD-pNA absorbance 405 nm; activation, % at 8.5 µM; 330,000 compounds, 0.11% hits;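 active means activation above the mean of all tested compounds plus 3 SD, cut at about 21% in these data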;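 further: 0% = DMSO alone and 100% = DMSO wells spiked with extra 5 µM PC-3 D3A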
Target sequence (P42574 whole entry D9A/D28A/D175A): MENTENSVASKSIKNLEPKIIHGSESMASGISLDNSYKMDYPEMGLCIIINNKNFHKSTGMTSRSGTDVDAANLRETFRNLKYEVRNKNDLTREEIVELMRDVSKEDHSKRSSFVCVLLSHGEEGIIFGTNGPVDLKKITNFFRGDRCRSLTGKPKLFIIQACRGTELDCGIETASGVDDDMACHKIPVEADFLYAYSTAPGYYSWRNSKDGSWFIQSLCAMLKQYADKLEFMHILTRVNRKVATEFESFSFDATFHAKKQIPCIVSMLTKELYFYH
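Technique: 405 nm absorbance of p-nitroaniline, reads at 0 and 120 min; Test system: Procaspase-3 D3A mutant; Incubation: 1 h enzyme-compound preincubation, then 2 h substrate reaction, 25 °C; Repeats: singlicate, each compound tested once; Benchmarks: low control DMSO wells, high control DMSO plus 5 µM PC-3 D3A.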
* hit, by the source's call; nt = no result given. These rows are one share of the data, so the mix of outcomes need not match the whole.

mol	AHR activator	procasp7 counter	proCasp3 act
CCOC(=O)C1=C(c2ccccc2)c2ccccc2N(S(=O)(=O)C(F)(F)F)C1C(=O)OCC (stereo unspecified)	nt	15	0
CC(C)(O)C#Cc1ccc(CNC[C@H]2O[C@@H](n3cnc4c(N)ncnc43)[C@H](O)[C@@H]2O)s1	nt	-12	-4
COc1cc2oc(=O)cc(-c3ccc(-c4ccc(OC(F)(F)F)cc4)cc3)c2c(OC)c1OC	nt	1	7
CC[C@]12c3[nH]c4ccc(Cl)cc4c3CCN1C(=O)[C@@H](CC(=O)NCC13CC4CC(CC(C4)C1)C3)C[C@@H]2C(=O)N1CCN(C(=O)c2ccco2)CC1	nt	10	-13
O=S1(=O)c2ccccc2OC(COCc2ccccc2)CN1C1CC1 (stereo unspecified)	nt	-2	2
CC[C@]12c3[nH]c4cc(CCC(=O)N(C)C)ccc4c3CCN1C(=O)[C@@H](CC(=O)NC/C=C(\C)CCC=C(C)C)C[C@@H]2C(=O)N1CCN(C(=O)C2CC2)CC1	nt	9	-1
COc1ccc2cc(C[C@@H]3CC[C@@H](CO)O3)ccc2c1	nt	5	3
CCN1C(=O)[C@H]2[C@H]3CN=C(SCc4ccccc4)N3[C@@](Cc3ccccc3)(C(=O)OC)[C@H]2C1=O	nt	-10	2
CN(C)CCCNC(=O)C[C@H]1C[C@H](C(=O)N2CCOCC2)[C@@]2(C)c3[nH]c4cc(CCC(=O)N(C)C)ccc4c3CCN2C1=O	nt	-2	1
CC(C)[C@H]1COCCS(=O)(=O)N1Cc1ccccc1-c1ccc(F)cc1	nt	9	1
CC(C)(C)NC(=O)C[C@H]1C[C@H](C(=O)N2CCCCC2)[C@@]2(C)c3[nH]c4cc(-c5ccco5)ccc4c3CCN2C1=O	nt	-17	-5
NCCC(=O)NC[C@H]1O[C@@H](n2cnc3c(N)ncnc32)[C@H](O)[C@@H]1O	nt	-6	1
CCOC(=O)C1=CN(Cc2cccc(F)c2)S(=O)(=O)NC1c1ccc(F)c(Cl)c1 (stereo unspecified)	nt	7	-9
Cc1ccc(C(=O)NC(Cc2cccc(F)c2)C(=O)O)cc1 (stereo unspecified)	nt	2	9
OC[C@@H]1[C@@H](c2ccccc2)C(c2ccccc2)=NN1c1ccccc1	nt	31*	17
CCCC(C)c1oc(=O)cc(O)c1C (stereo unspecified)	nt	-2	-3
CCOC(=O)C1=CN(Cc2cccc(F)c2)S(=O)(=O)N(CC)C1CCc1ccccc1 (stereo unspecified)	nt	1	-1
CCOC(=O)C1=CN(Cc2cccc(F)c2)S(=O)(=O)N(C)C1c1ccc(C(F)(F)F)cc1 (stereo unspecified)	nt	4	-8
C#CCN1Cc2ccccc2Oc2cc(Br)ccc2S1(=O)=O	nt	9	-6
CC[C@]12c3[nH]c4ccc(OC)cc4c3CCN1C(=O)C(CC(=O)NCCCn1ccnc1)C[C@@H]2C(=O)N1CCN(C(=O)c2ccco2)CC1 (stereo partly specified)	nt	8	-7
CC(C)N(C(=O)[C@H]1C[C@H](CC(=O)NCCCN(C)C)C(=O)N2CCc3c([nH]c4cc(CCC(=O)N(C)C)ccc34)[C@]12C)C(C)C	nt	3	-1
COc1ccc(CN(C2CC2)S(=O)(=O)c2ccccc2Br)cc1	nt	9	3
CCCN=C1N(C)C[C@@H]2[C@@H]3C(=O)N(Cc4ccccc4)C(=O)[C@@H]3[C@](Cc3ccccc3)(C(=O)OC)N12	nt	11	6
COC(=O)[C@@]1(C)[C@H]2C(=O)N(C)C(=O)[C@H]2[C@H]2CN(C)C(=NC3CCCCC3)N21	nt	7	-1
CCN([C@H](CO)CC(C)C)S(=O)(=O)c1ccccc1	nt	-7	6
C=CCNc1cc(F)ccc1S(=O)(=O)NCC=C	nt	1	-1
CCOC(=O)C1=CNS(=O)(=O)NC1CCc1ccccc1 (stereo unspecified)	nt	-12	-4
C[C@@H]1C(c2ccc(F)cc2)=NN(c2ccc(Br)cc2)[C@H]1C(=O)N1CCOC1=O	nt	25	10
CCCCC1=C(C(=O)OCC)C(C(=O)OCC)Oc2ccccc21 (stereo unspecified)	nt	1	7
COc1ccc(C2CC(c3ccccc3Cl)=NN2c2ccc(S(N)(=O)=O)cc2)cc1 (stereo unspecified)	nt	47*	27*
COc1ccc2[nH]c3c(c2c1)CCN1C(=O)C(CC(=O)NC(C)(C)C)C[C@H](C(=O)N(C(C)C)C(C)C)[C@@]31C (stereo partly specified)	nt	14	7
O=C1[C@H](Oc2ccccc2)[C@@H](c2ccncc2)N1c1ccncc1	nt	11	-6
O=C1OCCN1C(=O)[C@H]1[C@H](c2ccc(Cl)cc2)C(c2ccccc2)=NN1c1ccccc1	nt	-5	-4
Cc1ccc(S(=O)(=O)N2CCCN(S(=O)(=O)c3ccccc3Br)CC2)cc1	nt	13	-2
Cc1cc2oc(=O)cc(-c3ccccc3)c2c(C)c1-c1ccc(O)cc1	nt	1	-1
O=C(COc1ccccc1)N[C@@H]1c2ccccc2CC[C@@H]1OCc1ccccc1	nt	1	-6
Cc1ccc(C)c(N2CCN(C(=O)CCc3nc(-c4cccc(Br)c4)no3)CC2)c1	nt	10	-5
Nc1ccccc1C(=O)N1O[C@@H]2C=C[C@H]1C2	nt	-19	-5
OC[C@@H]1[C@@H](c2ccc(Cl)cc2)C(c2ccc(F)cc2)=NN1c1ccccc1	nt	17	24*
COC(=O)C[C@H](NC(=O)Cn1cnc(C(=O)Nc2ccc(C)c(C)c2)n1)C(=O)OC	nt	1	6
CCOC(=O)C1=CNS(=O)(=O)NC1c1ccc(C[C@H](NC(=O)CNC(=O)CCc2ccccc2)C(N)=O)cc1 (stereo partly specified)	nt	4	-4
CCOC(=O)C1=CN(Cc2cccc(Br)c2)S(=O)(=O)NC1C (stereo unspecified)	nt	8	-3
CC[C@]1(C(=O)OC)[C@H]2C(=O)N(C)C(=O)[C@H]2[C@H]2CN(C)C(=NC)N21	nt	3	1
O=C1OCCN1C(=O)[C@H]1[C@H](c2ccc(F)cc2)C(c2ccccc2)=NN1c1ccccc1	nt	-5	-3
CC(C)=CCC/C(C)=C/CNC(=O)C[C@H]1C[C@H](C(=O)N2CCCCC2)[C@@]2(C)c3[nH]c4cc(CCC(=O)N(C)C)ccc4c3CCN2C1=O	nt	-3	7
Cc1cccc(C2=NN(c3ccccc3)[C@@H](C(=O)N3CCOC3=O)[C@@H]2c2ccc(Cl)cc2)c1	nt	-22	-12
CC[C@]12c3[nH]c4ccc(Cl)cc4c3CCN1C(=O)[C@@H](CC(=O)NCCCOC)C[C@@H]2C(=O)N1CCN(C(=O)c2ccco2)CC1	nt	-2	4
COc1ccc(CC(=O)N[C@@H]2c3ccccc3CC[C@H]2OCc2ccccc2)cc1	nt	-2	-4
CSCC[C@H](N)C(=O)NC[C@H]1O[C@@H](n2cnc3c(N)ncnc32)[C@H](O)[C@@H]1O	nt	7	-3
COC(=O)[C@@]1(C)[C@H]2C(=O)N(Cc3ccccc3)C(=O)[C@H]2[C@H]2CN=C(SCc3ccc(Cl)cc3)N21	nt	1	-3

Next records:
mol	AHR activator	procasp7 counter	proCasp3 act
CCOC(=O)C1=CN(Cc2cccc(F)c2)S(=O)(=O)N(C)C1c1ccccc1 (stereo unspecified)	nt	10	-1
O=C(C[C@H]1C[C@H](C(=O)N2CCOCC2)[C@@]2(CCC3CCCC3)c3[nH]c4cc(-c5ccco5)ccc4c3CCN2C1=O)NCCN1CCOCC1	nt	7	-2
CCOC(=O)C1=C(C)N(C[C@@H]2CC[C@@H](Cc3ccc(-c4ccccc4)cc3)O2)C(=O)NC1c1ccc([N+](=O)[O-])cc1 (stereo partly specified)	nt	-7	-1
CCCCCCC(NC(=O)c1ccc(C)cc1)C(=O)O (stereo unspecified)	nt	1	-3
Cc1ccc(C)c(N2CCN(C(=O)CCc3nc(-c4ccc(Br)cc4)no3)CC2)c1	nt	1	-4
CC[C@]12c3[nH]c4cc(-c5ccco5)ccc4c3CCN1C(=O)[C@@H](CC(=O)NCc1cccc(C(F)(F)F)c1)C[C@@H]2C(=O)N1CCN(C(=O)C2CC2)CC1	nt	-3	-7
CC(C)[C@H]1COCCS(=O)(=O)N1Cc1ccccc1-c1cccc(Cl)c1	nt	-3	1
C[C@@H]1[C@H]2CCCC[C@H]2CN(C(=O)OC(C)(C)C)[C@@H]1CC(=O)c1ccccc1	nt	2	0
O=C1OCCN1C(=O)[C@H]1[C@H](c2ccc([N+](=O)[O-])cc2)C(c2ccccc2)=NN1c1ccccc1	nt	0	-1
COc1ccc(C2CC(=O)Oc3cc(OC)c(OC)c(OC)c32)cc1 (stereo unspecified)	nt	-5	-9
O=C1c2ccccc2C(=O)N1CCCCc1cn(C[C@H]2CC[C@H](Cn3cc(CCCCN4C(=O)c5ccccc5C4=O)nn3)O2)nn1	nt	-4	-6
CCOC(=O)C1=CNS(=O)(=O)NC1c1ccc2ccccc2c1 (stereo unspecified)	nt	4	-2
CCN1Cc2ccccc2-c2ccccc2S1(=O)=O	nt	2	18
COc1cc(OC)cc(-c2sc3ccc(OC)cc3c2-c2ccc(OCCN3CCOCC3)cc2)c1	nt	14	4
COC(=O)Cn1cnc(C(=O)Nc2ccc(C)c(C)c2)n1	nt	4	6
O=C(COCc1ccccc1)N[C@@H]1c2ccccc2CC[C@@H]1OCc1ccccc1	nt	-2	1
CC(C)=CCC/C(C)=C/CNC(=O)C[C@H]1C[C@H](C(=O)N2CCCCC2)[C@@]2(CCc3ccccc3)c3[nH]c4cc(-c5ccco5)ccc4c3CCN2C1=O	nt	-4	-1
CCN1C(=O)[C@H]2[C@H]3CN=C(SCc4ccc(C(=O)OC)cc4)N3[C@@](Cc3ccccc3)(C(=O)OC)[C@H]2C1=O	nt	-7	-7
Cc1ccc(S(=O)(=O)N2C[C@@H]3CCCC[C@@H]3[C@@H](C)[C@H]2c2cn(Cc3ccccc3)c3ncccc23)cc1	nt	1	8
OC[C@@H]1CC[C@@H](Cc2ccc(-c3ccccc3)cc2)O1	nt	7	0
O=C(C[C@H]1C[C@H](C(=O)N2CCOCC2)[C@@]2(CCC3CCCC3)c3[nH]c4cc(-c5ccco5)ccc4c3CCN2C1=O)NCc1ccco1	nt	-9	-8
CC(C)(C)NC(=O)C[C@H]1C[C@H](C(=O)N2CCOCC2)[C@@]2(C)c3[nH]c4ccc(Cl)cc4c3CCN2C1=O	nt	-5	-3
CCN1C(=O)[C@H]2[C@H]3CN=C(SCc4ccc(Cl)cc4)N3[C@@](CC)(C(=O)OC)[C@H]2C1=O	nt	-1	-2
Nc1ncnc2c1ncn2[C@@H]1O[C@H](CNC(=O)[C@@H](N)CO)[C@@H](O)[C@H]1O	nt	2	-3
COc1cccc(CN2C(=O)[C@H]3Cc4c([nH]c5ccccc45)C(C)(C)N3C2=O)c1	8	12	10
O=C(CCS(=O)(=O)c1ccc(Br)cc1)Nc1ccc(Cl)cc1F	-1	6	8
FC(F)(F)c1cccc(NC(=S)NCC(c2cccnc2)N2CCOCC2)c1 (stereo unspecified)	5	-4	3
CC(=O)Oc1ccccc1C1=NN(C(=O)/C=C/c2ccccc2)C(c2ccccc2)C1 (stereo unspecified)	-5	-1	0
CN(CC(=O)Nc1ccc(C#N)cc1)CC(=O)Nc1ccc(N2CCOCC2)cc1	20	4	1
C[C@@H]1CCC[C@@]2(O[C@H](CCO)C[C@@H](O)[C@@H]2O)O1	0	9	10
c1ccc(-c2ccc3sccc3n2)cc1	1	14	4
CCCCn1nc2cc(C(=O)NCc3ccc4c(c3)OCO4)ccc2c1OCC	-3	-2	1

6 entries out of the list, arranged by length of the SMILES, largest number first:
mol	AHR activator	procasp7 counter	proCasp3 act
Nc1ncnc2c1ncn2[C@@H]1O[C@H](CNC(=O)[C@@H](N)CO)[C@@H](O)[C@H]1O	nt	2	-3
COc1cccc(CN2C(=O)[C@H]3Cc4c([nH]c5ccccc45)C(C)(C)N3C2=O)c1	8	12	10
CC(=O)Oc1ccccc1C1=NN(C(=O)/C=C/c2ccccc2)C(c2ccccc2)C1 (stereo unspecified)	-5	-1	0
CN(CC(=O)Nc1ccc(C#N)cc1)CC(=O)Nc1ccc(N2CCOCC2)cc1	20	4	1
CCCCn1nc2cc(C(=O)NCc3ccc4c(c3)OCO4)ccc2c1OCC	-3	-2	1
O=C(CCS(=O)(=O)c1ccc(Br)cc1)Nc1ccc(Cl)cc1F	-1	6	8
